# KOR beta-arrestin-1: KOR agonists, beta-arrestin recruitment, primary screen, cell-based, luminescence, uHTS (AID 1777); Kappa-type opioid receptor (Homo sapiens); KOR beta-arrestin recruitment, luminescence; higher % means a stronger effect; activation, % at 10 µM; hits with a dose series show EC50 in µM; actives 0.02% (n = 280,000); in the data active = activation above about 50%, passing the limit was not always enough; also: a part of the inactive calls stands beside numbers as strong as those of hits
# GPR55 activation: GPR55 agonists via beta-arrestin recruitment, primary screen, imaging, U2OS cells, beta-arrestin-GFP redistribution (AID 1961) | G-protein coupled receptor 55 (Homo sapiens) | activation, % at 10 µM, or EC50 in µM where a hit was titrated | actives 0.048% (n = 290,000) | U2OS GPR55 beta-arrestin-GFP redistribution imaging; higher % means a stronger effect;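 active = activation above 40% with more than 50 cells counted in the well; inconclusive = wells holding fewer than 50 cells, flagged as toxic or sparse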;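 also: U2OS osteosarcoma cells stably expressing GPR55 and beta-arrestin-GFP; plate controls were DMSO negative control for no effect and LPI positive control for full effect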
# KOR beta-arrestin-2: KOR antagonists, beta-arrestin recruitment, cell-based, luminescence, uHTS (AID 1778); Kappa-type opioid receptor (Homo sapiens); KOR beta-arrestin recruitment, luminescence, antagonist mode; higher % means a stronger effect; inhibition, % at 10 µM; hits with a dose series show IC50 in µM; actives 0.091% (n = 290,000); also: strong numbers were not always called active
# GPR55 LPI antagonism: GPR55 antagonists blocking LPI-driven arrestin recruitment, primary screen, imaging, U2OS, beta-arrestin-GFP, LPI agonist (AID 2013) | actives 0.13% (n = 290,000) | inhibition, % at 10 µM, or IC50 in µM where a hit was titrated | G-protein coupled receptor 55 (Homo sapiens) | U2OS GPR55 beta-arrestin-GFP translocation imaging, LPI antagonism; higher % means a stronger effect;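 active = spots per cell inhibited over 60%, with over 100 cells counted and total cytoplasm intensity under 500,000; inconclusive = wells with under 100 cells, flagged as likely toxic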;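 also: U2OS cells stably carrying GPR55 and arrestin-GFP stimulated by 5 µM LPI near EC80; imaged beta-arrestin-GFP aggregate spots per cell after agonist stimulation; plate controls were LPI-stimulated DMSO wells for no effect and DMSO wells without LPI for full effect; some results filed as inactive read as strong as hits; confirmed hits need IC50 under 10 µM and bright autofluorescent wells are also inconclusive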
# HEK293 NOD2/NF-kB: NOD2 signaling inhibitors, cell-based, luminescence, uHTS, HEK293 (AID 1566); HEK293 NOD2/NF-kB luciferase reporter, luminescence; higher % means a stronger effect; inhibition, % at 4 µM, or EC50 in µM where a hit was titrated; actives 0.63% (n = 290,000); also: many of its hits are not listed in these tables
# Myeloid diff MLP: induction of myeloid progenitor differentiation, primary screen, cell-based, flow cytometry, MLPCN library | AID 624256, 2012 | actives 1% (n = 360,000) | ER-HoxA9 myeloid progenitors, lysozyme-GFP differentiation | calls only at 10 µM;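 active = normalized GFP-positive differentiation at or above the plate's own cutoff, the solvent-only control mean plus 3 SD; inconclusive = no clear call, values can overlap the other calls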;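 also: cells exposed to compound for four days before flow analysis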
# NTR1 ag: agonists of NTR1, primary screen, imaging, U2OS cells, beta-arrestin-GFP, high content (AID 493036). activation, % at 20 µM. actives 0.17% (n = 330,000). Neurotensin receptor type 1 (Homo sapiens), P30989. NTR1-U2OS beta-arrestin-GFP spot imaging, agonist mode;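 active = activation at or above 40% of the spot to cytoplasm intensity ratio, with at least 20 cells analyzed; inconclusive = wells under 20 cells, flagged as cytotoxic or low count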;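 also: 0% = DMSO without peptide and 100% = 100 nM NTR1 peptide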
# Target sequence (P30989 whole entry, looked up): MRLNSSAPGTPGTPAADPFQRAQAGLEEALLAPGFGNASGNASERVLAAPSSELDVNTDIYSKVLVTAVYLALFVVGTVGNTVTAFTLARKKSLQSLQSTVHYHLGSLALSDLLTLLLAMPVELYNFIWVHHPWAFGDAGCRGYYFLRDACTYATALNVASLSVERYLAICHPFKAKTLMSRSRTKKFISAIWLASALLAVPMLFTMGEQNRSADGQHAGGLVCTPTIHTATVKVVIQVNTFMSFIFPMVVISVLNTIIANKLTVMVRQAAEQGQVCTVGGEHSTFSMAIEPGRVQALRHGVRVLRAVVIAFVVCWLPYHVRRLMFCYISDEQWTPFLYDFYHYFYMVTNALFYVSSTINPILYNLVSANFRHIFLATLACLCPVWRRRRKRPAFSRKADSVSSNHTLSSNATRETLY
# NOD1 inhibition: NOD1 signaling inhibitors, primary screen, cell-based, luminescence, uHTS (AID 1578); NOD1-driven NF-kB luciferase reporter cells, luminescence; higher % means a stronger effect; inhibition, % at 4 µM; hits with a dose series show EC50 in µM; actives 1% (n = 290,000); in the data active = inhibition mostly above about 36%, no sharp cut-off; inactive = mostly below about 34%;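 also: HEK-293T reporter cells stimulated with the NOD1 agonist gamma-tri-DAP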
# T cell HTS: modulators of CD8 T cell-vesicle binding, primary screen, mouse 2C CD8+ T cells, flow cytometry; 2C CD8+ T cell-vesicle binding; hits give low values; calls only at 7 µM; actives 0.068% (n = 330,000);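 active = response, share of CD8 T cells binding vesicles, and their 90th percentile fluorescence all below set limits, cut at about 80% in these data, passing the limit was not always enough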
#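 incubation = binding step 1.5 h, 37 °C, antibody labelling 20 min, ice | test system = 2C mouse CD8+ T cells | read-out basis = percent CD8+ FL2 mean versus row control | controls = Peptide-free naked vesicles (low) and QL9 vesicles with 0.7% DMSO vehicle (high) | detection = flow cytometry of vesicle-bound cells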
# T cell HTS vesicle-bound %: recorded beside T cell HTS, whose call it bears; double positive events, %; measured here: CD8+ vesicle-bound cell fraction;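 binding gate set so that unloaded-vesicle control wells show 10% double positive cells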
# NTR1 ag cell count 20 µM: recorded beside NTR1 ag, whose call it bears; cell count; measured here: cell count, cytotoxicity flag
# Myeloid diff MLP GFP+ MAC1+ %: second read-out of Myeloid diff MLP, no call of its own (marks repeat the call); GFP+ MAC1+ double positive, %; measured here: differentiation confirmed by MAC1 staining
# Active calls of the source: *; i = inactive; ? = inconclusive; · = not tested or not shown; [ ] = dose if it differs, or a comment. Rule as the data show it, unless noted: active = inhibition above about 50%; inactive = the rest. The list is partial; the hit share may differ from the screen's.
# Values run as follows: KOR beta-arrestin-1	GPR55 activation	KOR beta-arrestin-2	GPR55 LPI antagonism	HEK293 NOD2/NF-kB	Myeloid diff MLP	Myeloid diff MLP GFP+ MAC1+ %	NTR1 ag	NTR1 ag cell count 20 µM	NOD1 inhibition	T cell HTS	T cell HTS vesicle-bound %
1. COc1cccc(-c2csc(N3CCN(C(=O)Nc4ccccc4Cl)CC3)n2)c1
    ·	-0.1%	-7%[20 µM]	10%	9%	i	0.6	4.4	40	-33%	i	17
2. Cc1cc([N+](=O)[O-])nn1CCCC(=O)Nc1cc(Oc2ccc(F)cc2)cc([N+](=O)[O-])c1
    -1.5%	-0.4%	-17%	21%	-11%	i	0.8	4.6	34	3%	i	44
3. COc1ccc(C(=O)Nc2nnc(-c3ccco3)s2)cc1
    -1.2%	-0.1%	2%	-14%	-52%	i	8.2	3.0	40	52%	i	10
4. O=C(NCC1OCCCN1S(=O)(=O)c1cc(F)ccc1F)C(=O)NC1CCCC1 (configuration not stated)
    1.8%	0.0%	15%	3%	10%	i	0.6	0.6	60	-24%	i	24
5. O=C(COc1cccnc1[N+](=O)[O-])Nc1cccc(S(=O)(=O)N2CCCCC2)c1
    -2.2%	-0.2%	20%	3%	-3%	i	0.9	1.2	74	-31%	i	62
6. CCN(C(=O)COC(=O)c1c(C)nn(-c2ccccc2)c1C)C1CCS(=O)(=O)C1 (configuration not stated)
    4.6%	0.1%	-36%	2%	-9%	i	0.4	0.2	36	-29%	i	58
7. CN(CCC#N)C(=O)COC(=O)c1ccc(Cl)c(S(=O)(=O)N(C)c2ccccc2)c1
    -2.4%	0.2%	-8%	-7%	8%	i	0.4	0.5	59	-45%	i	24
8. CNS(=O)(=O)c1cc(NC(C)=O)c(C)cc1C
    -3.8%	0.8%	·	-1%	15%	i	1.2	-0.8	66	-4%	i	46
9. COc1ccc(CN(C)CC(=O)c2c(N)n(Cc3ccccc3)c(=O)n(C)c2=O)c(OC)c1
    0.8%	0.6%	34%	5%	-1%	i	3.0	-0.8	64	-43%	i	48
10. Cn1nc(C(F)(F)F)c(-c2ccccc2)c1NC(=O)CSCC(=O)O
    1.2%	0.2%	-28%	-27%	5%	i	0.6	-0.5	67	-9%	i	24
11. C=CCNC(=S)Nc1sc2c(c1C(=O)OCC)CC(C(C)C)OC2 (configuration not stated)
    -2.2%	-0.1%	-24%	0%	7%	i	5.6	5.0	69	46%	i	28
12. O=C(Cn1c(=O)c2sccc2n(Cc2cccc([N+](=O)[O-])c2)c1=O)NCCc1ccccc1
    -2.4%	0.1%	18%	7%	-4%	i	0.3	1.1	46	-30%	i	2
13. Cc1ccc(S(=O)(=O)N(Cc2ccc(Cl)cc2)c2ccccc2C(=O)O)cc1
    -0.8%	0.0%	-32%	4%	23%	i	0.8	-0.7	103	-5%	i	4
14. COc1cc(CSc2nc(-c3ccccc3)cc(=O)[nH]2)cc(OC)c1
    -2.3%	0.2%	-19%	7%	5%	i	3.3	1.0	59	-12%	i	43
15. CN(C)CCCNC(=O)c1cc(C(=O)c2ccc(F)cc2)c[nH]1
    6.3%	-0.4%	-32%	4%	4%	i	0.2	0.2	56	-14%	i	63
16. Cc1ccccc1C1CCCN(C(=O)c2cc(COc3c(F)cccc3F)on2)C1 (configuration not stated)
    -0.4%	0.2%	15%	5%	12%	i	0.4	8.6	68	-34%	i	20
17. COc1cccc(NC(=O)CSc2nnc(COc3ccc4c(c3)CCCC4)o2)c1
    -1.9%	-0.2%	-1%	-2%	-4%	i	0.1	4.6	60	-9%	i	42
18. CC1CCCCN1Cc1c(O)ccc2c(=O)c(-c3nc4ccccc4s3)coc12 (configuration not stated)
    3.2%	0.3%	-12%	4%	-28%	i	0.2	-1.0	62	-8%	i	24
19. CC1CN(C(=O)c2ccccc2NS(=O)(=O)c2cccc([N+](=O)[O-])c2)CC(C)O1 (configuration not stated)
    -4.0%	0.2%	-18%	7%	-22%	i	0.4	-0.1	64	-41%	i	60
20. CC1=C(C)CC(C(=O)NCc2ccc3c(c2)OCO3)C(C(=O)O)C1 (configuration not stated)
    -1.2%	0.5%	-24%	-15%	-17%	i	5.9	-0.6	39	-1%	i	6
21. C=CCn1c(C)cc(C(=O)CSc2nc(N)cc(N)n2)c1C
    -6.6%	0.9%	-14%	8%	9%	i	0.1	0.6	53	-33%	i	21
22. O=[N+]([O-])c1cc(/C=N/O)ccc1Oc1ccccc1Cl
    -7.3%	0.2%	7%[20 µM]	8%	-66%	i	0.1	0.1	98	1%	i	51
23. CCN(CC)CCN(C(=O)CN1C(=O)CCC1=O)c1nc2cc3c(cc2s1)OCO3
    -2.4%	-0.6%	-10%	0%	-13%	i	0.8	-0.8	65	-33%	i	36
24. O=C(O)C1CCCCC1C(=O)Nc1ccc(S(=O)(=O)N2CCCCCC2)cc1 (configuration not stated)
    0.5%	-0.1%	8%	-6%	18%	i	0.7	1.0	48	-14%	i	17
25. COCCCNC(=O)CN1C(=O)/C(=C\c2ccc(C)cc2)Sc2ccccc21
    4.4%	-0.6%	-24%	-1%	1%	i	0.8	-1.1	78	-6%	i	53
26. CC(C)(C)c1ccc(NC(=S)NCc2cccs2)cc1
    -2.6%	-0.1%	-8%	-18%	-18%	i	1.5	7.4	34	-17%	i	6
27. N=c1oc2ccc3ccccc3c2cc1C(N)=S
    ·	-0.1%	-1%[20 µM]	-11%	-12%	i	0.8	2.6	43	-11%	i	10
28. Nn1c(SCC(=O)NCc2ccc3c(c2)OCO3)nnc1C1CC1
    5.1%	-0.2%	-34%	5%	5%	i	1.5	-0.9	39	-21%	i	36
29. CCOC(=O)C1CCN(C(=O)CNC(=O)c2nn(-c3ccc(OC)cc3OC)c(=O)c3ccccc23)CC1
    -0.6%	·	-24%	15%	-18%	?	·	-0.6	62	-33%	i	17
30. CSCCn1c(C(C)(C)C)cc(C(=O)O)c1C
    1.3%	-0.1%	6%	-4%	-7%	i	0.9	0.3	54	7%	i	16
31. CNC(=O)c1ccc(S(=O)(=O)c2ccc(Cl)cc2)c(NC(C)=O)c1
    -2.7%	0.0%	23%	12%	13%	i	0.7	1.1	89	1%	i	47
32. COc1ccc(Cl)cc1NC(=O)CSc1nc(Nc2ccccc2)nc(N2CCOCC2)n1
    2.1%	0.3%	-13%	2%	2%	i	0.8	4.7	62	14%	i	69
33. COc1ccc(S(=O)(=O)N2CCOCC2)cc1NC(=O)c1cccc2c(=O)c(C)c(-c3ccccc3)oc12
    -4.0%	-0.3%	-6%	-10%	-4%	?	·	5.4	49	-24%	i	30
34. COc1cc(C(=O)N2CCN(C(=O)c3cc(-c4ccc(Br)cc4)n[nH]3)CC2)cc(OC)c1OC
    -0.2%	-0.1%	-57%	-10%	-2%	i	1.6	1.1	61	22%	i	9
35. CC(=O)c1cc2c(ccc3ccccc32)oc1=O
    -1.1%	0.3%	-9%	-2%	6%	i	0.2	0.1	69	-25%	i	57
36. Cc1ccc(C(C(=O)NC2CCCCC2)N(CC2CCCO2)C(=O)CNC(=O)c2ccco2)cc1 (configuration not stated)
    -10%	0.4%	-19%	12%	16%	i	0.5	-1.2	93	16%	i	41
37. CC(=O)N1CCc2cc(Br)cc(S(=O)(=O)NCCCN3CCCC(C)C3)c21 (configuration not stated)
    0.4%	0.2%	28%	2%	0%	i	0.7	-2.7	61	-18%	i	56
38. Cc1cccc(NC(=O)C2C3C=CC(O3)C2C(=O)O)c1C (configuration not stated)
    2.5%	-0.2%	6%	1%	2%	i	0.7	-0.9	72	-18%	i	50
39. CN1CCN(C(=O)c2cc3ccccc3oc2=O)CC1
    -0.1%	0.0%	-1%	8%	16%	i	0.3	1.6	60	10%	i	10
40. CCOC(=O)c1c(C)nc2sc(C(=O)Nc3ccc(C(C)=O)cc3)c(N)c2c1-c1ccc(OC)cc1
    -5.2%	0.0%	5%	15%	19%	i	0.7	3.4	39	-19%	i	15
41. O=C1/C(=C/c2ccco2)Cc2ccccc21
    -0.6%	-0.1%	-20%	6%	-22%	i	0.1	0.6	67	-41%	i	20
42. CN(C)C1=NC(=O)/C(=C/c2ccc(-c3ccc(S(N)(=O)=O)cc3)o2)S1
    -0.9%	-0.2%	-25%[20 µM]	-14%	-2%	·	·	1.0	97	-9%	i	16
43. Cn1c(C2=C(O)CN(c3ccc4c(c3)OCCO4)C2=N)nc2ccccc21
    -7.4%	-0.1%	-10%	8%	6%	i	9.9	0.2	42	-27%	i	65
44. COc1cccc(C(=O)NCC(=O)NCc2cc(=O)n(C)c(=O)n2C)c1
    3.2%	0.3%	-49%	-18%	-19%	i	1.0	1.6	48	-23%	i	24
45. COc1cccc(OCc2nc3ccccc3c(=O)n2N)c1
    -3.5%	0.2%	38%	9%	-18%	i	5.4	0.0	68	-35%	i	27
46. Cc1ccc(C)c(N2CCN(S(=O)(=O)c3ccc4c(c3)CCN4C(=O)CCC(=O)O)CC2)c1
    6.8%	0.3%	-11%	-6%	-5%	i	2.0	0.3	63	-9%	i	31
47. CCOC(=O)CSc1nc2cc(C)cc(C)c2cc1C#N
    2.0%	0.4%	-14%	5%	-24%	i	0.0	-5.4	91	-19%	i	58
48. CS(=O)(=O)c1ccc(C(=O)OCC(=O)NC23CC4CC(CC(C4)C2)C3)cc1[N+](=O)[O-]
    -6.7%	0.1%	24%	5%	21%	i	0.2	68*	54*	-19%	i	43
49. CCCCNC(=O)c1ccc2c(c1)N(C)C(=O)c1ccccc1S2
    -4.1%	-0.3%	-7%	8%	12%	i	0.2	-1.3	89	-2%	i	35
50. COc1cccc(-n2c(C)c(C(C)=O)c(C(C)=O)c2C)c1
    -4.1%	-0.2%	-1%	56%	-4%	i	1.6	-0.6	66	-22%	i	52
51. Cc1cccc(Nc2ncnc3nc[nH]c23)c1
    0.9%	-0.5%	20%	3%	-10%	i	2.6	-0.5	77	-24%	i	42
